# Bioassay records: PubChem, National Center for Advancing Translational Sciences (NCATS)
# 12-LOX inh: ALOX12 (human) lipoxygenase inhibition | purified 12hLO, xylenol orange hydroperoxide absorbance | P18054 | AID 1671190 | 1.1% of 580,000 active | Potency, µM (top dose mostly 108 µM), for inactives: at the highest dose activity change, negative = inhibition, most hits filed as inhibitors; active means well fitted inhibition curve with a large enough effect; inconclusive means small, poorly fitted or top-dose-only effect, or another doubt; inactive means no such curve, though single readings can be large or run the other way
# Target sequence (P18054 whole entry, looked up): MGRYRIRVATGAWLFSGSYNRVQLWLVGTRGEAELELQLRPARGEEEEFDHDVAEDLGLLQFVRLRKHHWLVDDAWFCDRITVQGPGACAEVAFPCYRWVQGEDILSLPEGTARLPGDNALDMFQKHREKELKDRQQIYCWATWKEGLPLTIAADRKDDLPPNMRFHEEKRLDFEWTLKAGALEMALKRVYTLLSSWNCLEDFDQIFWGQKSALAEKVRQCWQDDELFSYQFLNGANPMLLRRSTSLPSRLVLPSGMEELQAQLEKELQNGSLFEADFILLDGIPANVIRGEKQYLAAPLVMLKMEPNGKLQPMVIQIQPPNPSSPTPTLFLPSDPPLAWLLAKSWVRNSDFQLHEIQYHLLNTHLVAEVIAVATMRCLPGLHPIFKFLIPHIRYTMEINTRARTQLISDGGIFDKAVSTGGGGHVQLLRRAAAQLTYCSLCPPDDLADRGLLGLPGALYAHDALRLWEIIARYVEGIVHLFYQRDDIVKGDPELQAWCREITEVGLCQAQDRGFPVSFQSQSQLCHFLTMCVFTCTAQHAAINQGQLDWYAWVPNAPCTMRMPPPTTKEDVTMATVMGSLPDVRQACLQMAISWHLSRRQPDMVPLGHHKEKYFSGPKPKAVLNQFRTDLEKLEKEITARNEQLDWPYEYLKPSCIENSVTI
#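 Purified human 12hLO at 150 nM in 25 mM Hepes, 0.01% Triton X-100, pH 7.0, preincubated 15 min at room temperature with compound. Reaction started with 40 uM arachidonic acid, 30 min at room temperature. Hydroperoxide measured by Fe-xylenol orange, 573/405 nm absorbance ratio.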
# The depositor's hits bear a star; ? = inconclusive; [ ] = dose if it differs, or a comment. On the % scale 0 is the no-effect control and ±100 the full control effect; potency means the concentration at half of the fitted maximal effect. Not all compounds are listed; the hit share may differ from the screen's.
canonical_smiles,12-LOX inh
COc1ccc(C(=O)N2C[C@@H](Oc3cccnc3)C[C@H]2C(N)=O)cc1F,32%
CC1(C)[C@H](Cc2cc(COc3ccccc3)on2)C[C@@H]1NC(=O)c1ccnc(Cl)c1,7%[176 µM]
COc1ccc(CC(=O)N2CCC(c3n[nH]c(=O)n3Cc3ccc(OC)cc3)CC2)cc1,-21%
CC1(C)CC(NC(=S)Nc2cccc(Cl)c2)CC(C)(C)N1,?
O=C(Nc1ccccc1-c1ccccc1)c1cccc(F)c1,-13%
CCn1c(-c2ccccc2F)nc2cc(NC(C)=O)cc(C(=O)NCc3ncc(C)[nH]3)c21,-2%
Cc1ccccc1C(=O)NC(NC(C)C)C(Cl)(Cl)Cl (stereo not drawn),2%
COCCc1noc(C2Cc3ccccc3N2C(=O)NCC(=O)OC)n1 (stereo not drawn),75%[activator]
COc1ccc(CNC(=O)[C@@H]2CCC[C@@H](NC(=O)c3nc4ccccc4s3)CN(C)C(=O)C2)cc1,44%[activator]
CCNc1nc(SC(C)C(=O)NC2CC2)nc2ccccc12 (stereo not drawn),?
CCc1ccccc1NC(=O)CN1CCN(C(=O)CN(C)Cc2cnn(-c3ccccc3)c2)CC1,2%
CC(C)NC(=O)CC[C@@H]1CNC(=O)[C@@H]2C[C@H](NCc3ccccc3)CN12,?

# Next compounds.
canonical_smiles,12-LOX inh
CCc1ccc(S(=O)(=O)NCc2nc(N3CCCC3)c3cccc(C)c3n2)cc1,-1%
COc1cccc(NC(=O)N[C@H]2[C@H](O)[C@@H](N3CCC(C(N)=O)CC3)[C@@H]3OC[C@H]2O3)c1,2%[176 µM]
CCOc1ccc(-c2nn(-c3ccccc3)cc2C2NC(=O)NC(C)=C2C(=O)OC)cc1 (stereo not drawn),?
CC(C)[C@H](NC(=O)CCn1ccc2ccc(F)cc21)C(=O)O,74%[activator]
COc1ccc(C(=O)N2CCC3(CC2)NC(=O)N(c2ccccc2)N3)cn1,?
O=C([C@@H]1C[C@H](Oc2cccnc2)CN1S(=O)(=O)c1cccc(F)c1)N1CCCC1,28%
CCOC(=O)c1cccn1C1C(=O)N(Cc2ccc(Cl)nc2)c2c(F)cccc21 (stereo not drawn),56µM*
O=C(CCC1CCCN(S(=O)(=O)c2ccc(F)cc2)C1)NC1CCS(=O)(=O)C1 (stereo not drawn),57%[activator]
COCCNC(=O)COc1ccc2c(C)c(Cc3ccccc3)c(=O)oc2c1C,-39%
CN(Cc1ccccc1)Cc1cn(C[C@H]2O[C@@H](CC(=O)N(C)Cc3ccccc3)[C@H](O)[C@@H]2O)nn1,?
Cc1ccc(OCCC2CCN(C(=O)CCCC(=O)n3nc(C)c4ccccc43)C2)cc1 (stereo not drawn),8%
O=C(NCc1nc(-c2ccncc2)n[nH]1)[C@H]1CCC[C@H](O)C1,?

# Other structures.
canonical_smiles,12-LOX inh
Cc1ccc(Nc2cc(Cl)c3nonc3c2[N+](=O)[O-])cc1,?
Cc1cc(NC(=O)CNc2cc(S(=O)(=O)N3CCOCC3)ccc2N2CCCC2)no1,?
CC(C)(C)CNC(=O)c1nc[nH]c1C(=O)N1CCCC1,-26%
Cc1ccc(-c2noc([C@@H]3CCCN3C(=O)c3ccc4c(c3)OCO4)n2)cc1,39%
Cc1cccc(C(C)C)c1NC(=O)COC(=O)c1ccc2ccccc2n1,?
Cc1ccc(S(=O)(=O)NCC(C)O)cc1C (stereo not drawn),21%
COc1cc(OC)cc(-c2onc(C)c2C(=O)NCCOc2ccccc2)c1,13%
NC[C@H]1O[C@H](O[C@H]2[C@H](O)[C@@H](O[C@H]3O[C@H](CO)[C@@H](O)[C@H](N)[C@H]3O)[C@H](N)C[C@@H]2N)[C@H](N)[C@@H](O)[C@@H]1O,7%[57.4 µM]
NC(=O)COc1ccccc1OC[C@@H]1CCCN2CCCC[C@H]12,80%[activator]
COc1cc(C(=O)Nc2ccccc2)cc2c1OCCO2,-21%
CCCNC(=O)NCCn1c(C)cnc1-c1ccncc1,?
CC(C)(C)c1ccc(-c2cc(C[C@H]3CNCC[C@H]3CC(=O)NCCN3CCOCC3)no2)cc1,-14%

# Following part:
canonical_smiles,12-LOX inh
COc1ccccc1NC(=O)Cn1nc(N2CCN(c3cccc(Cl)c3)CC2)ccc1=O,33%
Cc1ccc(-c2cc3c(=O)n(CCNC(=O)Cc4ccccc4Cl)ccn3n2)c(C)c1,29%
O=C(Nc1nc(-c2ccccc2Cl)cs1)c1cccc(N2CCCC2=O)c1,-1%
CCCNC(=O)CC(c1ccc(OC)c(OC)c1)c1c[nH]c2c(CC)cccc12 (stereo not drawn),-24%
CCCNC(=O)C1COC2(CCN(C(=O)c3ccccc3Cl)CC2)N1C(=O)c1cccc(F)c1 (stereo not drawn),3%
COCCC1CCCCN1Cc1nc(N2CCCCC2)c2cc(OC)c(OC)cc2n1 (stereo not drawn),?
O=C(NC12CC3CC(CC(C3)C1)C2)c1ccc(Cl)c([N+](=O)[O-])c1,-3%
Cc1ccccc1S(=O)(=O)N1CCCC(CCC(=O)NCCCn2cccn2)C1 (stereo not drawn),49%[activator]
CCc1cccc(NC(=O)N2CCc3c(nc(-c4ccc(OC)cc4)[nH]c3=O)C2)c1,-2%
O=C(O)c1cccc(OCc2nnnn2-c2ccccc2)c1,-5%
O=C(c1ccccc1)N1CCCC2(CC(c3cccc(C(F)(F)F)c3)=NO2)C1 (stereo not drawn),6%[6.33 µM]
CC(NC(=O)c1noc(-c2ccc3c(c2)OCO3)n1)c1ccc(F)cc1 (stereo not drawn),35%

# Carrying on.
canonical_smiles,12-LOX inh
Cc1ccc(NC(=O)Cn2c(-c3cnccn3)nc(C)c(CCO)c2=O)cc1C,57%[activator]
Cn1ccnc1C(NC(=O)c1nn(C)c(=O)c2ccccc12)c1ccc(F)cc1 (stereo not drawn),-3%
CCOC(=O)C(=CNC(N)=O)C(=O)OCC,-5%
Cc1cccc(CN2CCc3ncc(C(=O)NCCC(C)C)n3CC2)c1,9%[176 µM]
Cc1c(CC(=O)NCc2cccc(Cl)c2)c(=O)oc2c(C)c(O)ccc12,-12%
COc1ccc(-c2nc3cnc(Nc4ccc(F)c(Cl)c4)cc3n2C)cc1OC,?
O=C(Nc1ccc(F)c(Cl)c1)C1CCN(c2ncnc3nc[nH]c23)CC1,-27%
CCCNC(=O)C1COC2(CCC(C)CC2)N1C(=O)c1ccc(Cl)c(Cl)c1 (stereo not drawn),31%
O=C(CC1CCN(S(=O)(=O)c2cccnc2)C1)NCc1ccccc1 (stereo not drawn),3%
CN1CCN([C@H]2CCN(C(=O)COCc3ccccc3)C[C@H]2CCCO)CC1,-30%
COc1ccc(-c2ccc3nnc(CNC(=O)c4sccc4C)n3n2)cc1,34%[activator]
CCOCCn1c(=O)n(Cc2cc(OC)ccn2)c2cc(C(=O)O)cnc21,?

# Carrying on:
canonical_smiles,12-LOX inh
CCC1(O)CCC12CCN(C(=O)CCc1nc3ccccc3s1)CC2 (stereo not drawn),12%
C=CCOc1ccc(C=Nc2ccc(C)cc2C)c(O)c1,?
O=C(Nc1cccnc1)c1nc2c(o1)CCN(Cc1ccc(F)cc1F)CC2,8%[176 µM]
C(#CCN1CCN(CC#CCOCCOCc2ccccc2)CC1)COCCOCc1ccccc1,?
CCC(CC)N1CCCC(c2nc(-c3cccnc3)no2)CCNC(=O)CC1 (stereo not drawn),1%
COc1cc(C(=O)Oc2ccc3c(c2)CCC3)cc(Cl)c1OCC(C)C,-1%
O=C(c1ccc(F)c(Cl)c1)N1CCN(C(=O)c2nnn3c2COC(c2ccccc2)C3)CC1 (stereo not drawn),8%
Cc1cc(NC(=O)CCn2ccn3nc4c(c3c2=O)CCCC4)ccc1F,27%
O=C(O)c1ccc(C(=O)O)s1,?
Cc1ccccc1C(=O)N1CCN(C(=O)C(=O)c2cccc(C(F)(F)F)c2)CC1,-9%
COc1ccccc1C1OC(=O)CC1C(=O)OC[C@@H]1CCCN2CCCCC12 (stereo partly drawn),10%
CC(NC(=O)C(C#N)C(=O)c1ccc(F)cc1)c1ccccc1 (stereo not drawn),-28%

# Other records
canonical_smiles,12-LOX inh
Cn1cccc1CN1CC[C@@H]2CN(S(C)(=O)=O)[C@@H]2C1,64%[activator]
COc1ccc(F)c(-c2nc(CN(C)C(C)c3cccs3)c(C)o2)c1 (stereo not drawn),20%
Cc1nc(Oc2ccc3ccc(=O)oc3c2)c2c3c(sc2n1)CC(C)CC3 (stereo not drawn),-4%
CC[C@@H]1[C@@H](NC(=O)C2(c3ccc(S(C)(=O)=O)cc3)CCC2)[C@@H]2CCO[C@H]12,15%
CNCCN1C(=O)CC[C@H]2CN(c3nc4cc(C)ccc4o3)CC[C@H]21,-17%
O=C(c1cc(C2CC2)[nH]n1)N1CCOC(Cc2cccc(C(F)(F)F)c2)C1 (stereo not drawn),9%
CC(NC(=O)CCC(=O)NCCc1ccc(Cl)cc1)C12CC3CC(CC(C3)C1)C2 (stereo not drawn),?
O=C(Cn1cccn1)N1CC(c2noc(C3CCCN3CC3CC3)n2)C1 (stereo not drawn),6%
COc1ccc(NC(=O)C(C)(C)Oc2nn(CC3CC3)c3ccc(CN4CCCC4)cc23)cc1,-4%
Cn1nc(C2CCNCC2)n(-c2ccccc2)c1=O,11%
COCCn1c2c(c(=O)n1-c1ccccc1)CCN(C(=O)c1cc3ccccc3n1C)C2,4%[176 µM]
Cc1ccc(SC(C)C(=O)NC(C(C)C)C(C)C)cc1 (stereo not drawn),2%

# Next structures follow.
canonical_smiles,12-LOX inh
O=S(=O)(c1ccc2oc(Nc3ccc(F)cc3)nc2c1)N1CCCCC1,-26%
O=C(NCc1ccccc1CN1CCOCC1)c1cnn(-c2ccccc2)c1,7%
CCN(CC)S(=O)(=O)c1ccc(NC(=O)COC(=O)c2nn(C)c(=O)c3ccccc23)cc1,-6%
CCn1cc(S(=O)(=O)N2CC(N(C)Cc3cccnc3)C2)cn1,46%[activator]
O=C(NCCc1ccco1)c1nnc(C(=O)Nc2cccc(Cl)c2)s1,-23%
Cc1cccc(C)c1-c1nc(C(=O)N2CCCC2)n2ccccc12,65%[activator][176 µM]
COc1ccc(C(C(=O)NC(C)(C)C)n2c(COc3ccc(C)cc3)nc3ccccc32)cc1 (stereo not drawn),3%
O=C(c1cc(F)ccc1F)N1CCC(c2n[nH]c(=O)n2-c2ccccc2)CC1,?
CN(C)C1CCN(c2ccc(-c3nc(CCCc4ccccc4)no3)cn2)CC1,11%
Cn1cnnc1CC1CCN(C(=O)c2cn3ccsc3n2)CC1,36%
CC(C)OC(=O)CCNC(=O)c1ccc(Cl)cc1Cl,25%
CC(C)Sc1ccc2nn(CC(=O)Nc3ccc(Cl)cc3)c(=O)n2n1,?

# Continued:
canonical_smiles,12-LOX inh
CS(=O)(=O)c1ccc(C(=O)Nc2ccc(-c3cn4ccsc4n3)cc2)cc1,-5%
Cc1ccccc1-n1cnnc1SCCC(=O)Nc1cccc(S(=O)(=O)N2CCCC2)c1,?
COc1ccccc1C1=NOC(C(=O)N2CCN(c3ccccc3)CC2)C1 (stereo not drawn),-28%
Cc1cccc2[nH]cc(C(=O)/C(C#N)=C\c3ccc(C#N)cc3)c12,-55%
CC1(C)Cc2c(sc3c2c2nc(Cc4ccccc4)nn2c(=O)n3CC(N)=O)CO1,-6%
O=C(Nc1cccc(Cl)c1SC(F)F)C1CCCC1,?
O=C(NCCc1ccc(Cl)cc1)c1nc(-c2ccc(Cl)cc2)c2ccccn12,16%
CN(C)Cc1cn([C@H]2CO[C@H]3[C@@H]2OC[C@H]3OC(=O)Nc2ccc(C(C)(C)C)cc2)nn1,50%[activator][176 µM]
Cc1cccc(C)c1OCC(=O)NCCc1nnc2ccccn12,2%
COCCn1c(C)cc(C(=O)N2CC(COC)C3(CCNCC3)C2)c1C (stereo not drawn),50%[activator]
O=C(NCc1ccccc1-n1cccn1)C1NCCc2[nH]cnc21 (stereo not drawn),53%[activator]
CCn1c(=O)c2c(nc(-n3nc(C)cc3C)n2CC)n(C)c1=O,31%[activator]

# Reprinted from the entries so far for reference:
canonical_smiles,12-LOX inh
CS(=O)(=O)c1ccc(C(=O)Nc2ccc(-c3cn4ccsc4n3)cc2)cc1,-5%
Cc1ccccc1-n1cnnc1SCCC(=O)Nc1cccc(S(=O)(=O)N2CCCC2)c1,?
COc1ccccc1C1=NOC(C(=O)N2CCN(c3ccccc3)CC2)C1 (stereo not drawn),-28%

# 2 records picked at random from the list so far:
canonical_smiles,12-LOX inh
Cc1cccc2[nH]cc(C(=O)/C(C#N)=C\c3ccc(C#N)cc3)c12,-55%
CC1(C)Cc2c(sc3c2c2nc(Cc4ccccc4)nn2c(=O)n3CC(N)=O)CO1,-6%

# Records above that bear a hit mark in 12-LOX inh:
canonical_smiles,12-LOX inh
CCOC(=O)c1cccn1C1C(=O)N(Cc2ccc(Cl)nc2)c2c(F)cccc21 (stereo not drawn),56µM*

# Other records follow:
canonical_smiles,12-LOX inh
Cc1ccc(S(=O)(=O)N(CC(=O)NCc2ccncc2)c2ccc(Cl)c(C(F)(F)F)c2)cc1,0%
Cc1nc(NC(C)(C)C)sc1C(=O)Nc1ccccc1,-26%
CC(C)NC(=O)C1CC(c2c(F)cccc2Cl)=NO1 (stereo not drawn),2%
Cc1ccc(OCCNC(=O)Cc2c[nH]c3ccccc23)c(C)c1,?
C#CCCN([C@H](C(=O)OC)C(C)C)S(=O)(=O)c1ccccc1Br,0%
Cc1cccc(C(=O)N2CCCN(C)c3ccccc32)c1,47%[activator]
CC(=O)N1CCOc2ccc(CCC(=O)NC(C)Cn3ccc(C)n3)cc2C1 (stereo not drawn),25%
Cc1ccc(C(=O)NCc2nnc3ccc(-c4ccccc4)nn23)c(C)c1,7%
